Runt-CBFb FRET – Runt domain-CBFb interaction inhibition; Q01196+Q13951; Cerulean-Runt/Venus-CBFb FRET ratio 530/480, 1 h; inhibition, % at 20 µM; 220,000 tested, 0.46% active;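 active means inhibition over about 50% at 20 µM in the single-dose screen, limit read from the data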;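 further: 0% = DMSO wells and 100% = excess unlabeled CBFb competitor control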
Target sequence (Q01196 whole entry, looked up, the tested form may be a part): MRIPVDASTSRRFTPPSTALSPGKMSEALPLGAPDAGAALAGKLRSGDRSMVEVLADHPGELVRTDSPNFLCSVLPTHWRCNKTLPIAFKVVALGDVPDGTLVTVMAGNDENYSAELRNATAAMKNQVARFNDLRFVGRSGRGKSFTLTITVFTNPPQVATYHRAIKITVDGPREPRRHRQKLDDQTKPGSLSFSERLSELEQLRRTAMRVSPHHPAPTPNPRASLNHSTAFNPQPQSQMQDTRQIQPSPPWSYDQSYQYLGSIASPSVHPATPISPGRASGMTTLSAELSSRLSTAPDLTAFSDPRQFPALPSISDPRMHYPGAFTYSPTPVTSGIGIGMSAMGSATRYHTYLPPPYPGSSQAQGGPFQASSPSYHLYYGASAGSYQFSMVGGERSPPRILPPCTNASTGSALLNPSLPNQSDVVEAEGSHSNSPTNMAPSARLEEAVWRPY
Target sequence (Q13951 whole entry, looked up, the tested form may be a part): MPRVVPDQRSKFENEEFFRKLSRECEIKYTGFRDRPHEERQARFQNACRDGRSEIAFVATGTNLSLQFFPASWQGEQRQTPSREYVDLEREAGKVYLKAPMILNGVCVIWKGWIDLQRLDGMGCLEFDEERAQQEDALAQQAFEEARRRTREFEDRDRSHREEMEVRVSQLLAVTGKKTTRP
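Doses: 20 µM compound in 1% DMSO | Material: Cerulean-labeled Runt domain protein | Amount: Each fluorescent fusion protein 100 nM | Schedule: Two 1 h room-temperature incubations shielded from light | Measured by: FRET fluorescence | Evaluation: Loss of energy transfer signal | Controls: Unlabeled CBFb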
Runt-SMMHC FRET – blocks binding of human RUNX1 Runt domain to CBFb-SMMHC | Q01196+Q13951 | Cerulean-Runt/Venus-CBFb-SMMHC FRET ratio 530/480, 1 h | inhibition, % at 20 µM | 220,000 tested, 0.74% active | AID 1434;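 active means mean inhibition across duplicate retests at 20 µM reaching about 50%, limit read from the data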;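 further: 0% = DMSO wells and 100% = wells with excess untagged CBFb-SMMHC; inhibitors lower the FRET ratio by blocking Runt binding to CBFb-SMMHC; some results filed as inactive read as strong as hits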
EP2 mod – modulates human prostaglandin E2 receptor EP2 signaling | induction, % at 25 µM | AID 940 | EP2-expressing cells, cAMP HTRF FRET, PGE2 co-stimulation | 260,000 tested, 0.83% active;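 active means compounds whose cAMP rise, as percent of the full-agonist control response, exceeds 60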;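 further: rat C6 glioma line stably carrying human EP2 under a CMV promoter; the protocol text gives 20 µM as final concentration; 100% = response of wells given 1 µM PGE2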
RBBP9 inh – blocks human serine hydrolase RBBP9 | O75884 | recombinant RBBP9, FP-Rh probe fluorescence polarization | inhibition, % at 7.94 µM | 220,000 tested, 0.2% active;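 active means inhibition above the campaign mean of all tested compounds plus 3 SD, cut at about 14% in these data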;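 further: plate controls were DMSO wells with RBBP9 for no effect and wells lacking RBBP9 protein for full effect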
Target sequence (O75884 whole entry, looked up): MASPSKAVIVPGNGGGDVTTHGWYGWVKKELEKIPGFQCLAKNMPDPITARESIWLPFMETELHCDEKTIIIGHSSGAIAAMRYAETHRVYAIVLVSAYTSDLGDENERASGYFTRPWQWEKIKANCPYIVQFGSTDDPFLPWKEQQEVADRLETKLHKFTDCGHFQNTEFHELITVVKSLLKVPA
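System: RBBP9 protein | Quantity: 2.5 µM RBBP9 dispensing solution, before mixing | Reagent: FP-Rh probe, 375 nM dispensing solution | Timing: Enzyme-compound preincubation 30 min, then probe labeling 45 min, 25 °C | Measured by: Fluorescence polarization | Read-out: % inhibition | Replication: One well per compound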
TNF death inh – blocks TNF-alpha induced death of Jurkat FADD-/- cells. activation (protection from cell death), % at 10 µM. Jurkat FADD-/- TNF necroptosis rescue, ATP luminescence, 24 h; 0 = TNF only, 100 = no-TNF cells. AID 463075. 220,000 tested, 0.068% active;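 active means activation, meaning protection from cell death, of at least 50% relative to plate controls; inactive means activation below 50%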;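 further: necroptosis triggered by 40 ng/mL TNF-alpha added together with compound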
PERK inh – blocks human PERK kinase | CHO PERK-DD fusion, SEAP luminescence translation reporter | inhibition, % at 5.6 µM | Q9NZJ5 | 220,000 tested, 0.17% active;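 active means inhibition above the mean inhibition of all tested compounds plus 3 SD, set separately per screening campaign, cut at about 2.9% in these data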;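 further: PERK kinase domain activated by AP20187 dimerizer at 100 nM; 0% = DMSO with dimerizer and 100% = rapamycin at 8.4 µM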
Hck-Nef inh – human Hck-Nef kinase inhibition | P08631 | Recombinant Hck-YEEI plus Nef, Z-Lyte FRET kinase assay | inhibition, % at 20 µM | 220,000 tested, 0.68% active | AID 463187;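 active means Hck-Nef kinase inhibition above about 50%, limit read from the data; inactive means inhibition below that limit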;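 further: 0% = DMSO with Hck plus Nef and 100% = Hck alone without Nef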
L929 necroptosis – blocks zVAD induced death of L929 cells; L929 zVAD necroptosis rescue, ATP luminescence, 24 h; with zVAD 60 µM; viability rescue, % at 10 µM; 220,000 tested, 0.38% active; AID 1377;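 active means activation, scaled between plate controls, above about 75%, limit read from the data; inactive means activation under that limit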;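 further: 0% = zVAD with DMSO and 100% = DMSO alone without zVAD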
PGE2 EP2 inh – blocks the human prostaglandin E2 receptor EP2; P43116; inhibition, % at 25 µM; C6 glioma cells expressing human EP2, cAMP TR-FRET; cells stimulated with saturating PGE2; 260,000 tested, 0.52% active; AID 1422;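 active means percent inhibition above 40 after rounding to a whole number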;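 further: rat C6 glioma host cells with rolipram phosphodiesterase inhibitor present; the protocol text gives 20 µM as final concentration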
The depositor's hits bear a star; nt = no result given; & = joins results of further samples.

SMILES	Runt-CBFb FRET	Runt-SMMHC FRET	EP2 mod	RBBP9 inh	TNF death inh	PERK inh	Hck-Nef inh	L929 necroptosis	PGE2 EP2 inh
CSc1nc2ccc(NC(=O)C3CCCO3)cc2s1 (stereo unspecified)	0	1	-22	-6	-0.6	-0.3	0	-0.4	nt
COc1cc(COCC(O)CN2CCc3ccccc3C2)cc(OC)c1OC (stereo unspecified)	2	0	9	-2	1.2	1.8	12	-0.3	3
COc1ccc(-c2n[nH]c(=S)n2/N=C/C=C\c2ccccc2OC)cc1	12	12	8	-8	-1.4	1.6	4	1.7	9
Nc1nc(NCc2ccc(Cl)cc2)nc(NCCO)c1[N+](=O)[O-]	0	4	-11	-6	3.5	-1.5	20	14	4
COC(=O)c1cc(N=Nc2sc(N)nc2C)cc(C(=O)OC)c1	-6	1	-3	-2	-2.0	0.4	18	0.1	6
CC(C)C(c1nnnn1C1CCCC1)N1CCN(c2ccccc2F)CC1 (stereo unspecified)	-1	5	3&-21	-5	-0.6	-0.2	-2	-0.1	6&10
COc1ccc(-n2ncc(C(=O)N3CCN(c4ccc(F)cc4)CC3)c2C)cc1	1	0	-82	-8	0.8	-0.7	21	0.5	3
O=[N+]([O-])c1cccc(-c2csc(CS(=O)(=O)Cc3ccco3)n2)c1	0	-2	-31	-12	-0.8	-1.1	6	0.6	15
COc1ccc(O)c(C(=O)c2cnn(-c3ccccn3)c2)c1	-3	0	-8	2	5.1	1.2	3	7.8	3
C#Cc1ccc([C@@H]2C=C(C(=O)N3CCN(Cc4ccc5c(c4)OCO5)CC3)O[C@H](OCCCCO)C2)cc1	16	-5	1	-4	0.9	1.0	14	-0.1	nt
COc1cccc(/C=C2\SC(=S)N(C(Cc3ccccc3)C(=O)O)C2=O)c1 (stereo unspecified)	-4	-7	-2	-7	0.4	0.8	42	3.2	8
Cc1ccc(C(=O)OCC(=O)NC(=O)c2cccn2C)cc1	0	4	34	-3	-1.0	-0.1	0	0.3	7
C=CCOc1nc2c(c(=O)n(C)c(=O)n2C)n1Cc1ccccc1Cl	-1	0	48	-2	-4.0	-0.7	11	-0.8	5
CC[C@@H]1CC=C[C@H]2[C@H]1C(=O)N(Cc1ccccc1)[C@H]2c1ccc(OC)c(Cl)c1	1	2	9	nt	-1.7	nt	25	4.0	11
COc1cccc(C(=O)Nc2nc(-c3ccccc3)c(-c3ccccc3)o2)c1	3	4	16	-7	1.7	0.1	0	0.3	5
Cc1cc([N+](=O)[O-])c(NCCCCCCO)c([N+](=O)[O-])c1	nt	nt	nt	-9	-1.3	-0.6	1	0.1	6
CCn1c(SCc2nc(-c3ccccc3)no2)nc2ccccc21	1	-2	23	-7	-0.3	0.2	2	0.8	13
CCOC(=O)Nc1cc(C(=O)OC)ccc1C	2	-2	-36	-9	1.3	0.4	11	-0.2	5
Cc1ccn2c(C(=O)CSc3ccc(Cl)cc3)c(C)nc2c1	-11	-2	-3	-3	-1.9	0.7	-1	0.0	6
CCC(C(=O)OCC(=O)Nc1ccc(Cl)c(S(=O)(=O)N(C)C)c1)c1ccccc1 (stereo unspecified)	-4	0	-10	-3	-0.3	0.2	1	1.8	8
Cc1ccc(C(=O)CSc2nnc(-c3cccnc3)n2N)cc1	1	4	11	1	-8.2	-0.1	1	0.1	8
N#C/C(=C\c1cccc(Cl)c1)c1n[nH]c(Cn2cncn2)n1	2	2	0	-1	1.2	0.9	0	1.6	8
O=C(CN1CCN(c2ccccc2O)CC1)Nc1ccc2c(c1)CCC2	1	1	-20	-1	3.7	1.4	1	3.7	9
CCN(C(=O)CSc1nc2cc(Cl)ccc2c(=O)n1Cc1ccco1)C1CCS(=O)(=O)C1 (stereo unspecified)	10	5	-50	-9	0.6	0.3	30	-0.3	1
O=[N+]([O-])c1ccc(OCC2CC(c3ccccc3)=NO2)cc1 (stereo unspecified)	-1	-1	-86	-7	1.4	-0.2	11	0.1	14
Cc1ccc2cc(CCNC(=O)c3cccs3)c(=O)[nH]c2c1	1	3	3	16*	-1.3	-0.1	-3	nt	5
O=C1C2C3C=CC(C3)C2C(=O)N1CCN1CCN(S(=O)(=O)/C=C/c2ccccc2)CC1 (stereo unspecified)	0	-6	10	9	3.1	0.0	-10	1.0	4
O=c1c2ccccc2nnn1Cc1nnc(-c2ccccc2Br)o1	-4	-6	-22	5	-1.6	-0.6	4	-0.2	5
CCOc1ccc(NS(=O)(=O)c2ccc3ncsc3c2)cc1	7	0	-33	12	2.4	2.7	-9	0.7	7
CCCNC(=O)NS(=O)(=O)c1ccc(Cl)cc1	-1	5	36&8&8	-4	1.5	1.2	-1	3.1	19&15&7
CCCc1cc(Nc2ccccc2OCC)n2ncnc2n1	-1	0	50&37	-4	-6.1	0.3	2	-0.5	11&10
COc1cccc(-c2nn(C)c3sc(C(=O)NCc4ccc(C)o4)cc23)c1	-3	-1	-35	-15	-1.3	-1.5	6	1.4	10
O=C(NCc1cccnc1)c1cccc(S(=O)(=O)N2CCCCC2)c1	-1	-2	7	6	2.2	-0.3	-2	0.7	5
CC(=O)N1c2c(cc(Br)cc2S(=O)(=O)N2CCN(C(=O)c3ccco3)CC2)CC1C (stereo unspecified)	-4	-2	-3	-2	-1.1	-1.4	1	-0.3	3
COC(=O)c1ccc(N2CN=C(c3ccc(C)cc3)NC2=S)cc1	-3	-4	-12	-3	0.9	1.3	0	0.6	6
Nc1nc(Cl)nc2c1ncn2[C@@H]1O[C@H](CO)[C@@H](O)[C@H]1O	0	-2	13	-8	-8.8	5.6*	-1	37	15
CC(C)c1nc(=S)c2ccccc2[nH]1	5	-2	44	-7	-2.0	0.2	-5	1.4	4
COCc1cc(C)nc2sc(C(=O)Nc3nccs3)c(N)c12	1	-88	3	-5	1.5	0.3	1	21	16
Cc1cccc2cc(CN(CC3CCCO3)C(=O)c3ccncc3)c(=O)[nH]c12 (stereo unspecified)	2	-2	11	-4	1.6	-0.2	-4	0.7	7
CC(C)=NOc1nc(N2CCOCC2)nc(N2CCOCC2)n1	-1	1	-21	-9	-0.6	1.0	-7	0.6	7
O=C(CSc1nncn1-c1cccnc1)N1CCOCC1	0	7	14	-5	0.2	0.0	15	-0.2	9
CCCC(=O)Nc1cccc(-c2nc3cc(C)c(C)cc3o2)c1	-3	-2	-13	-11	1.1	0.5	3	1.2	19
Cc1cccc(C)c1NC(=O)COC(=O)c1cc(=O)c2ccccc2o1	2	-2	33	-1	0.9	1.4	24	-0.6	3
CC(OC(=O)Nc1cccc(Cl)c1)C(=O)O (stereo unspecified)	0	-1	-9	1	-0.1	0.2	27	-0.6	-1
Nc1ccc(Br)cc1C(=O)O	1	-4	7	-4	2.2	0.4	4	1.3	2
Cc1ccc(NC(=S)NC(=O)c2ccc(-c3ccccc3)cc2)c(C)c1	1	-1	7	-12	-2.4	0.6	0	-0.3	8
COc1ccc(CC(=O)OCc2cc3ccc(C)cc3[nH]c2=O)cc1	0	1	-18	-2	0.1	1.8	1	0.5	14
Cc1ccc(N=Nc2c(C)[nH]n(-c3ccccc3)c2=O)cc1	nt	nt	36	-9	-1.8	1.0	19	0.3	5
CCOC(=O)c1sc(NC(=O)C2CC2)nc1C	1	3	21	-7	2.9	0.6	9	11	11
C(=N\Nc1nncn1/N=C/c1ccco1)/c1ccco1	-1	0	-15	0	0.5	0.2	10	1.3	7
Remaining list, next part
SMILES	Runt-CBFb FRET	Runt-SMMHC FRET	EP2 mod	RBBP9 inh	TNF death inh	PERK inh	Hck-Nef inh	L929 necroptosis	PGE2 EP2 inh
C=CCC(NCc1ccccc1)c1ccc(C)o1 (stereo unspecified)	nt	nt	39	-8	0.4	1.2	10	-0.7	7
O=C(COC(=O)CCC(=O)c1ccc(F)cc1)Nc1cccc(S(=O)(=O)N2CCOCC2)c1	-3	2	-13	-6	0.4	0.1	23	1.1	10
CCN(Cc1ccccc1)S(=O)(=O)c1cc(C(=O)O)ccc1OC	0	-2	34	-4	0.6	0.5	13	3.7	6
O=C(NCCc1ccccc1)/C(=C\c1ccc([N+](=O)[O-])cc1)NC(=O)c1ccc(Br)cc1	-20	-18	9	-2	-0.7	0.2	1	-0.1	13
CN(C)NC(=S)Nc1cccc(Cl)c1	1	5	-5	2	-0.2	0.3	6	-0.1	13
O=C(NN1C(=O)c2ccccc2NC1c1ccccc1OCc1ccccc1)c1ccncc1 (stereo unspecified)	2	-4	-6	-1	-1.3	0.4	2	-0.3	29
CC(C)C(=O)Nc1cccc(-c2csc(-c3ccccc3)n2)c1	0	2	0	-11	3.2	0.0	2	1.2	5
Cc1cc(C)cc(NC(=O)CSc2nnc(-c3ccc(S(=O)(=O)N4CCCC4)cc3)o2)c1	-1	0	10	-1	-1.0	-0.1	3	-0.1	6
COC(=O)c1ccc(NC(=O)c2sc3nc(-c4ccccc4)cn3c2C)cc1	-3	-4	-36	-1	-1.1	-0.1	5	0.3	nt
CCSC1=C(C#N)C(c2cccc(OC)c2)CC(=O)N1 (stereo unspecified)	0	-1	22	0	-1.2	1.1	6	-0.1	14
Cc1ccnc(N2C3CCC2CC(O)(c2ccccc2)C3)n1 (stereo unspecified)	-1	3	10	-11	-0.7	-1.1	-6	-0.1	2
O=C(CNc1cccc2ccccc12)c1ccc([N+](=O)[O-])cc1	4	18	6	-6	-3.1	-0.2	1	-0.7	3
Cc1ccc(C(=O)Nc2nnc(C)s2)cc1	-1	2	17	0	-0.2	0.5	19	11	5
COc1ccc(NC(=O)C2CCN(C(=O)c3cccs3)CC2)c(OC)c1	-2	-3	1&10	-5	-1.3	0.3	0	-0.1	12&6
CCOC(=O)C1(CCOc2ccccc2)CCN(Cc2ccc(NC(C)=O)cc2)CC1	-3	1	-16	-7	4.3	-0.9	20	-0.8	6
Cc1ccc(/C=N/Nc2nc(Cl)c(Cl)cc2Cl)s1	0	4	-9	-1	-2.2	0.4	3	0.2	11
N#Cc1c(SCC(=O)Nc2ccccc2)nsc1SCC(=O)Nc1ccccc1	-8	-29	-1	-5	1.8	0.7	0	1.1	3

Five structures already listed, arranged by molecular weight, low to high.
SMILES	Runt-CBFb FRET	Runt-SMMHC FRET	EP2 mod	RBBP9 inh	TNF death inh	PERK inh	Hck-Nef inh	L929 necroptosis	PGE2 EP2 inh
O=C(CNc1cccc2ccccc12)c1ccc([N+](=O)[O-])cc1	4	18	6	-6	-3.1	-0.2	1	-0.7	3
Cc1ccc(/C=N/Nc2nc(Cl)c(Cl)cc2Cl)s1	0	4	-9	-1	-2.2	0.4	3	0.2	11
COc1ccc(NC(=O)C2CCN(C(=O)c3cccs3)CC2)c(OC)c1	-2	-3	1&10	-5	-1.3	0.3	0	-0.1	12&6
CCOC(=O)C1(CCOc2ccccc2)CCN(Cc2ccc(NC(C)=O)cc2)CC1	-3	1	-16	-7	4.3	-0.9	20	-0.8	6
N#Cc1c(SCC(=O)Nc2ccccc2)nsc1SCC(=O)Nc1ccccc1	-8	-29	-1	-5	1.8	0.7	0	1.1	3

A portion of the library (hit frequency here may not be typical).
